# From PubChem BioAssay
# influenza NS1A: NS1A inhibition, H1N1 influenza, cell based functional assay (AID 504329) | NS1A functional cell-based assay, percent inhibition; higher % means a stronger effect | inhibition, % at 12.5 µM, or IC50 in µM where a hit was titrated | actives 0.3% (n = 340,000); in the data active means a potency from the dose series; inconclusive means inhibition above about 27% without an active follow-up result; further: strong numbers were not always called active
# H37Rv inhibition: M. tuberculosis growth inhibition, HTS (AID 449762); one-dose inhibition, % at 25 µM; IC50 in µM for titrated hits; actives 0.59% (n = 330,000); M. tuberculosis H37Rv growth inhibition, 7H9 media; higher % means a stronger effect; in the data active means a potency from the dose series; inconclusive means inhibition above about 70% without an active follow-up result;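 further: bacterial growth assessed after seven days of incubation; strong numbers were not always called active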
# VEEV TC-83 Vero: inhibitors of VEEV TC-83 cytopathic effect, confirmation, Vero cells (AID 588727); Vero cells, VEEV TC-83 cytopathic effect inhibition; higher % means a stronger effect; inhibition, % at 20 µM, or IC50 in µM where a hit was titrated; actives 0.13% (n = 350,000); in the data active means a potency from the dose series; inconclusive means inhibition mostly from about 14% at the one dose, without a potency; inactive means the rest, 99 in 100 with inhibition below about 12%; further: strong numbers were not always called active
# M. tuberculosis: growth inhibition of non-replicating M. tuberculosis (AID 488890); inhibition, % at 25 µM, or IC50 in µM where a hit was titrated; Mycobacterium tuberculosis non-replicating, growth inhibition; higher % means a stronger effect; actives 0.39% (n = 320,000); in the data active means a potency from the dose series; inconclusive means inhibition mostly from about 82% at the one dose, without a potency; inactive means the rest, 99 in 100 with inhibition below about 76%;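 further: plate controls were DMSO cells for no effect and high antibiotic wells for full effect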
# Salmonella PhoP GFP: Inhibition of PhoP regulon, Salmonella typhi GFP reporter cells, confirmation, 4 h (AID 1850). actives 0.33% (n = 310,000). Salmonella Typhi PhoP-promoter GFP reporter, fluorescence, 4 h; higher % means a stronger effect. inhibition, % at 50 µM, or IC50 in µM where a hit was titrated; in the data active means a potency from the dose series; inconclusive means inhibition mostly from about 25% at the one dose, without a potency; inactive means the rest, 99 in 100 with inhibition below about 19%;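 further: 0% = induced wells with vehicle and 100% = uninduced wells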
# The depositor's hits bear a star; i = inactive; ? = inconclusive; . = not tested or not shown; & = joins results of further samples.
[1] O=C(Nc1cccc(C(=O)NC2CCCCC2)c1)c1ccccc1
[2] CN1CCN(/N=C/c2c(O)n(Cc3ccc(F)cc3)c(=O)[nH]c2=O)CC1
[3] COc1ccc(C2CC(=O)c3cnn(-c4nc(C)cc(C)n4)c3C2)cc1OC (configuration not stated)
[4] S=C(NCCCN1CCOCC1)Nc1ccc(Cl)c(Cl)c1
[5] COc1cccc(/C=C/c2nc3c(cnn3-c3ccccc3)c(=O)[nH]2)c1
[6] CNc1cc([N+](=O)[O-])ccc1N/C=C/C(=O)c1ccc2c(c1)OCO2
[7] CCOc1ccc(NC(=S)N2CCN(C/C=C/c3ccccc3)CC2)cc1
[8] CN(Cc1ccccc1)Cc1c(F)cccc1F
assay / compound	1	2	3	4	5	6	7	8
influenza NS1A	11%	-1%	-15%	-10%	0%	-1%	13%	-4%
H37Rv inhibition	-1%	9%	2%	-10%	10%	9%	4%	-9%
VEEV TC-83 Vero	2.4%	i	5.3%	0.1%	i	i	1.9%	1.5%
M. tuberculosis	-5%	2%	6%	10%	9%	-6%	59%	-1%
Salmonella PhoP GFP	5%	-13%	9%	-6%	5%	-13%	11%	-5%

[9] O=C1NC(c2ccccc2)(C(F)(F)F)C(=O)N1Cc1cccnc1 (configuration not stated)
[10] O=C(NC1CCCC1)c1ccc(CS(=O)(=O)Cc2ccccc2Cl)o1
[11] CSc1nnc2c(n1)OC(C)=Nc1ccccc1-2
[12] Nc1nc(N)nc(-c2cc(O)ccc2O)n1
[13] CC(=O)Nc1cc(C(=O)N2CCC3(CC2)OCCO3)ccc1S(=O)(=O)c1ccc(Cl)cc1
[14] O=C(CN1CCCCC1)Nc1cccc(Cl)c1Cl
[15] CCN(CC)CCNc1nc(SC)nc2sc3c(c12)CCN(C)C3
[16] CCCCN=CC1=C(O)CC(c2ccccc2)CC1=O (configuration not stated)
assay / compound	9	10	11	12	13	14	15	16
influenza NS1A	2%	0%	4%	5%	2%	-4%	2%	-12%
H37Rv inhibition	-8%	-5%	-5%	-8%	-1%	-3%	-6%	-2%
VEEV TC-83 Vero	2.5%	0.3%	3.1%	1.9%	3.9%	3.7%	1.7%	2.6%
M. tuberculosis	1%	-5%	1%	-11%	-16%	-1%	20%	18%
Salmonella PhoP GFP	7%	13%	-5%	.	7%	14%	6%	2%

# Part of the list above, reduced to M. tuberculosis.
cpd	structure	M. tuberculosis
16	CCCCN=CC1=C(O)CC(c2ccccc2)CC1=O (configuration not stated)	18%
13	CC(=O)Nc1cc(C(=O)N2CCC3(CC2)OCCO3)ccc1S(=O)(=O)c1ccc(Cl)cc1	-16%
9	O=C1NC(c2ccccc2)(C(F)(F)F)C(=O)N1Cc1cccnc1 (configuration not stated)	1%
11	CSc1nnc2c(n1)OC(C)=Nc1ccccc1-2	1%
15	CCN(CC)CCNc1nc(SC)nc2sc3c(c12)CCN(C)C3	20%
10	O=C(NC1CCCC1)c1ccc(CS(=O)(=O)Cc2ccccc2Cl)o1	-5%

# (listing goes on)
[17] O=C(N/N=C/c1ccco1)c1cc(-c2ccncc2)nc2ccccc12
[18] CN1C(=O)N(CC(=O)Nc2cccc(S(=O)(=O)N(C)c3ccccc3)c2)C(=O)C12CCCCC2
[19] Cc1sc2ncnc(N3CCN(S(=O)(=O)c4ccc(F)cc4)CC3)c2c1C
[20] O=C(CN1CCN(c2ccccc2)CC1)Nc1ccc(-n2cnnn2)cc1
[21] C=CCOc1cccc(CNCc2ccncc2)c1
[22] CCN1CCN(c2cc(C)c3cc(NC(=S)NCCN(C)C)ccc3n2)CC1
[23] CCN=c1scc(-c2ccc3c(c2)NC(=O)CO3)n1N=C1CCCC1
[24] CCn1c(SCC(=O)NCc2ccc3c(c2)OCO3)nnc1-c1ccncc1
assay / compound	17	18	19	20	21	22	23	24
influenza NS1A	-5%	-3%	-4%	2%	-6%	25%	10%&-7%	0%
H37Rv inhibition	.	.	-1%	8%	3%	0%	3%	2%
VEEV TC-83 Vero	7.6%	3.1%	3.5%	i	0.3%	2.8%	6.0%&2.3%	3.7%
M. tuberculosis	.	.	17%	-7%	32%	1%	12%	17%
Salmonella PhoP GFP	.	.	7%	-2%	2%	13%	10%	-6%

[25] N#C/C(=C\c1ccc(O)c(Br)c1)C(=O)N1CCCCC1
[26] Cc1nc(SCc2nc3ccc(C(=O)c4ccccc4)cc3[nH]2)c2oc3ccccc3c2n1
[27] O=C(NCCCN1CCOCC1)c1ccc(Cl)s1
[28] C[C@@H]1[C@H]2[C@@H](O[C@@H]3O[C@H](CO)[C@@H](O)[C@H](O)[C@H]3O)OC=C(C(=O)O)[C@H]2C[C@@H]1O
[29] CCOC(=O)C[C@H]1c2cc(F)ccc2S(=O)(=O)N1c1ccccc1
[30] COc1ccccc1N1CC(C(=O)Nc2ccc(C)c(S(=O)(=O)N3CCOCC3)c2)CC1=O (configuration not stated)
[31] COc1ccc(S(=O)(=O)N2CCCCC2)cc1NC(=O)c1cccc(S(=O)(=O)N2CC(C)OC(C)C2)c1 (configuration not stated)
[32] Cc1cc(C)nc(-n2ncc3c2CC(c2ccccc2)CC3=O)n1 (configuration not stated)
assay / compound	25	26	27	28	29	30	31	32
influenza NS1A	0%	-1%	-17%	-2%	-20%	-11%	-8%	0%
H37Rv inhibition	-1%	4%	0%	-8%	-1%	1%	.	6%
VEEV TC-83 Vero	1.5%	2.4%	4.5%	0.8%	0.2%	4.5%	2.9%	3.5%
M. tuberculosis	64%	40%	5%	1%	2%	9%	.	43%
Salmonella PhoP GFP	-12%	.	5%	5%	-4%	.	.	-6%

[33] CCOC(=O)N1CCN(C(=O)C2CC(=O)N(c3ccccc3)C2)CC1 (configuration not stated)
[34] CN(C)c1ccc(C(=O)C(O)c2ccccc2)cc1 (configuration not stated)
[35] O=C(Nc1ccc(N2CCN(C(=O)c3cccs3)CC2)c(Cl)c1)c1cccnc1
[36] COc1ccc(OC)c(NC(=O)C23CC4CC(C2)CC(n2cnc(Br)n2)(C4)C3)c1
[37] Cc1ccc(C(=O)OCC(=O)N(CCc2ccccc2)Cc2ccccc2)cc1S(=O)(=O)N1CCOCC1
[38] CCCc1[nH]nc2c1C(c1ccncc1)C(C#N)=C(N)O2 (configuration not stated)
[39] CCCC(C(=O)NC1CCCC1)N(CC1CCCO1)C(=O)CNS(=O)(=O)c1ccc(F)cc1 (configuration not stated)
[40] Cc1nnc(SCCn2c(Br)nc3c2c(=O)n(C)c(=O)n3C)s1
assay / compound	33	34	35	36	37	38	39	40
influenza NS1A	-12%	-4%	-6%	8%	-2%	2%	1%	4%
H37Rv inhibition	4%	7%	6%	.	-4%	-6%	4%	-5%
VEEV TC-83 Vero	1.0%	1.8%	6.8%	1.6%	7.0%	0.1%	0.3%	i
M. tuberculosis	3%	6%	19%	.	5%	-23%	6%	-6%
Salmonella PhoP GFP	-4%	-14%	11%	0%	2%	2%	-4%	-8%

[41] Cc1ccc(C2=NN(CC(=O)NCc3ccco3)C(=O)CC2)cc1
[42] CN=c1sc2c(n1C)C(=O)c1ccccc1C2=O
[43] CCCNCC1COc2ccccc2O1 (configuration not stated)
[44] Brc1cccc(CNc2nc3ccccc3n2CCN2CCCCC2)c1
[45] Clc1ccc(/C=N/c2c(-c3ccc(Cl)cc3)nc3n2CCS3)cc1
[46] CC(C(=O)Nc1ccc2c(c1)OCCO2)N(c1ccccc1)S(C)(=O)=O (configuration not stated)
[47] CCCCCCC(=O)Nc1ccc(Br)cn1
[48] O=C(CSc1nnc(-c2cccc(S(=O)(=O)N3CCCCC3)c2)o1)NCCC1=CCCCC1
assay / compound	41	42	43	44	45	46	47	48
influenza NS1A	3%	-6%	.	-15%	10%	-1%	-12%	6%
H37Rv inhibition	-8%	.	-4%	0%	-14%	-1%	10%	0%
VEEV TC-83 Vero	0.1%	0.7%	.	i	0.2%	2.8%	i	0.3%
M. tuberculosis	8%	.	5%	74%	4%	-6%	-1%	80%
Salmonella PhoP GFP	-6%	.	7%	2%	22%	11%	5%	-10%

# Profiles, quoted from the list. Screens in order: influenza NS1A	H37Rv inhibition	VEEV TC-83 Vero	M. tuberculosis	Salmonella PhoP GFP
# CCCNCC1COc2ccccc2O1 (configuration not stated) is listed with .	-4%	.	5%	7%
# Brc1cccc(CNc2nc3ccccc3n2CCN2CCCCC2)c1 is listed with -15%	0%	i	74%	2%

# The results go on.
[49] CCOC(=O)C(=CNc1ccc(S(N)(=O)=O)cc1)C(=O)OCC
[50] C=CCn1c(SCC(=O)NCc2ccco2)nc2sc(C)c(C)c2c1=O
[51] c1ccc(-c2ccccc2OCCCCN2CCCCC2)cc1
[52] CCc1nnc(NS(=O)(=O)c2ccc(NC(=O)c3cccc4ccccc34)cc2)s1
[53] CCc1ccc(NC(=S)N2CCCC2)cc1
[54] Cc1ccc(N2CCN(/N=C/C3=C(N4CCOCC4)C(=C\c4ccccc4)/CC3)CC2)cc1
[55] Fc1ccc(NC(=S)NC2CC3CCCC(C2)N3Cc2cccs2)cc1 (configuration not stated)
[56] Cc1ccc(N(CC(=O)NC2CCCCC2)C(=O)CNC(=O)c2ccco2)c(C)c1
assay / compound	49	50	51	52	53	54	55	56
influenza NS1A	-7%	-10%	-7%	-12%	0%	.	-2%	-3%
H37Rv inhibition	-4%	-6%	6%	12%	-12%	0%	5%	5%
VEEV TC-83 Vero	0.4%	i	i	0.7%	1.9%	.	0.8%	0.3%
M. tuberculosis	-9%	-37%	46%	43%	-2%	-1%	15%	5%
Salmonella PhoP GFP	9%	-10%	-3%	-8%	-4%	15%	1%	4%

[57] O=C(Nc1cccc(S(=O)(=O)NC2=NCCC2)c1)c1cc(Cl)ccc1[N+](=O)[O-]
[58] COCCCNC(=O)c1nc2ccccc2c(=O)n1NC(=O)Nc1c(Cl)cccc1Cl
[59] NS(=O)(=O)c1cccc(NC(=O)CCc2ccc(S(=O)(=O)N3CCOCC3)cc2)c1
[60] COc1ccc(C(=O)COC(=O)COc2cc(C)cc(C)c2)cc1
[61] CC(C)NC(=O)COC(=O)c1cc(Br)ccc1Cl
[62] CCC1(C)Cc2c(sc3nc(SC)[nH]c(=S)c23)CO1 (configuration not stated)
[63] Cc1ccccc1OCC(=O)Nc1ccc2c(c1)COC2=O
[64] CC12CCC(C(=O)NCc3ccccc3Cl)(OC1=O)C2(C)C (configuration not stated)
assay / compound	57	58	59	60	61	62	63	64
influenza NS1A	-12%	-16%	-5%	13%	0%	.	-2%	-19%
H37Rv inhibition	0%	0%	.	14%	22%	11%	7%	-8%
VEEV TC-83 Vero	3.4%	1.7%	3.0%	5.1%	0.5%	.	0.8%	4.4%
M. tuberculosis	-13%	-5%	.	?	76%	-11%	-2%	1%
Salmonella PhoP GFP	-3%	-12%	.	-5%	3%	4%	7%	3%

[65] CCN(C(=O)CSc1nnnn1-c1cc(C)ccc1OC)C1CCS(=O)(=O)C1 (configuration not stated)
[66] Cc1ccc(CNC(=O)CCCc2cn(C)c3ccccc23)cc1
[67] CN(C)/C=C1\SC(=S)N(c2ccc(F)cc2)C1=O
[68] COc1ccc(O)c(C(=O)c2cnc3onc(C)c3c2)c1
[69] O=C(Nc1cccc(Cl)c1)OCCOc1ccccc1
[70] CC1=C(C#N)CCC(=O)N1Cc1c(F)cccc1Cl
[71] CC(=O)N1CCN(S(=O)(=O)c2cccc(C(=O)NCCC3=CCCCC3)c2)CC1
[72] CCOC(=O)N1CCN(S(=O)(=O)c2ccc([N+](=O)[O-])cc2)CC1
assay / compound	65	66	67	68	69	70	71	72
influenza NS1A	-7%	-27%	2%	-7%	-4%	4%	-3%	3%
H37Rv inhibition	-6%	8%	-7%	6%	1%	-4%	6%	17%
VEEV TC-83 Vero	1.5%	0.3%	i	5.3%	0.9%	3.8%	0.3%	i
M. tuberculosis	-10%	0%	-13%	28%	25%	4%	4%	4%
Salmonella PhoP GFP	-8%	6%	4%	-3%	7%	-1%	-6%	6%

[73] CC(CCc1ccco1)NC(=O)c1cc2c(-c3ccccc3F)nn(C)c2s1 (configuration not stated)
[74] CCC(NC(=O)Cc1cccs1)c1ccccc1 (configuration not stated)
[75] O=C(CN1C(=O)C2CCCCC2C1=O)N1CCN(c2ncccn2)CC1 (configuration not stated)
[76] COc1ccc(CNCCSc2nnnn2C)c(OC)c1OC
[77] CN=C1NN=C(c2cc(C)n(-c3c(C)n(C)n(-c4ccccc4)c3=O)c2C)CS1
assay / compound	73	74	75	76	77
influenza NS1A	4%	0%	3%	-6%	9%
H37Rv inhibition	-11%	8%	2%	-3%	10%
VEEV TC-83 Vero	8.9%	i	2.3%	0.1%	0.2%
M. tuberculosis	.	37%	-10%	2%	-7%
Salmonella PhoP GFP	-2%	4%	13%	11%	-4%
